Assay outcomes from PubChem.
POLI inh = blocks human DNA polymerase iota activity; AID 588590; Potency, µM (highest dose often 115 µM), for inactives: at the highest dose activity, negative = inhibition, usual class: inhibitors; Pol iota fluorescent replication assay, 10 min; 1% of 390,000 active
Target sequence (Q9UNA4 whole entry, looked up): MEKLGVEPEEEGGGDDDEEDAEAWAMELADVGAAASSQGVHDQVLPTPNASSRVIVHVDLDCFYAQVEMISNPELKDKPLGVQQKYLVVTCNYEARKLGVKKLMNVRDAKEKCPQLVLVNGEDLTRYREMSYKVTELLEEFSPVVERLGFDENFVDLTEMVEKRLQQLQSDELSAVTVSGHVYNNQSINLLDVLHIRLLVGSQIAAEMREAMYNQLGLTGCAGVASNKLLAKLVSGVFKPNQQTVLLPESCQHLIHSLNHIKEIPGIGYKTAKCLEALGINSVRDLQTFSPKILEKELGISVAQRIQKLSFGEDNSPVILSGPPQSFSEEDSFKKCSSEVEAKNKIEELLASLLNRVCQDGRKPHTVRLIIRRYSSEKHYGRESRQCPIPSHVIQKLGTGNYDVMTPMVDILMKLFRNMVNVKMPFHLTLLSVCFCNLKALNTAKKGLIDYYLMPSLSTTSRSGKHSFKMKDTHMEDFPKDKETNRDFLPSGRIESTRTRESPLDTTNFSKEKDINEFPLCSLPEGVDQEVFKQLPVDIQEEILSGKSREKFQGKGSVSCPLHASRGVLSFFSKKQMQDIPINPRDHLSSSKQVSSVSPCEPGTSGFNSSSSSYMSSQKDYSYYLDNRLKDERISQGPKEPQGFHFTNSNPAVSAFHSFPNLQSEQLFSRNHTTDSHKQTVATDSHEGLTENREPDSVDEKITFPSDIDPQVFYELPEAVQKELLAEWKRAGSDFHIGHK
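Fluorescent replication assay read twice, at 0 min and 10 min after adding 50 nM (final) substrate. Enzyme (10 nM) and compounds were first incubated 15 min at room temperature; enzyme-free buffer wells were negative controls.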
Pol eta inh = blocks human DNA polymerase eta activity; AID 588591; recombinant Pol eta, fluorescent DNA replication assay; 1.2% of 390,000 active; Potency, µM (highest dose often 114 µM), inactives show top-dose activity change, negative = inhibition, hits mostly inhibitors; Q9Y253; note: % is set by controls: 0 for no effect and ±100 for the full control effect
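Fluorescent replication assay: 50 nM final substrate added after a 15 min room-temperature compound preincubation with 10 nM enzyme. Signal taken at 0 min and again at 10 min.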
BAZ2B inh = inhibitors of human BAZ2B bromodomain; Potency, µM (titrated, usually from 114 µM), for the others: at the highest dose activity change, negative = inhibition, most hits filed as inhibitors; AlphaScreen BAZ2B-H3K14Ac peptide displacement; Q9UIF8; 4.4% of 360,000 active; note: % is set by controls: 0 for no effect and ±100 for the full control effect; nearly all actives have a fitted effect of over 60% in size
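BAZ2B (50 nM) with biotin-H3(5-23)K14Ac peptide (50 nM) in PBS pH 7.4, 0.01% Tween-20, preformed 30 min, then compound 30 min at room temperature; top concentration 110uM. AlphaScreen streptavidin donor/nickel chelate acceptor beads (10 ug/mL final), 20 min dark, signal read.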
BLM helicase inh = blocks DNA unwinding by human BLM helicase; P54132; recombinant BLM DNA unwinding, fluorescence dequenching; Potency, µM (titrated, usually from 56.1 µM), for inactives: top-dose activity change, negative = inhibition, usual class: inhibitors; 0.2% of 350,000 active; AID 2528;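 note: plate controls were vehicle for no effect and no enzyme for full effect; nearly all actives have a fitted effect of over 35% in size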
Pol kappa inh = DNA polymerase kappa (human) inhibition. Q9UBT6. purified Pol kappa, fluorescent DNA synthesis assay, 10 min. Potency, µM (top dose mostly 107 µM), for the others: top-dose activity, negative = inhibition, usual class: inhibitors. 0.53% of 400,000 active; note: % is set by controls: 0 for no effect and ±100 for the full control effect
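Kinetic fluorescence screen: compound preincubated 15 min RT with 10 nM enzyme; 50 nM substrate (final) initiates; reads at 0/10 min.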
G9a inh = G9a (human) methyltransferase inhibition; G9a H3K9 monomethylation, AlphaScreen, 2 h; AID 504332; Q96KQ7; 8.8% of 350,000 active; Potency, µM (top dose mostly 102 µM), for inactives: at the highest dose activity, negative = inhibition, usual class: inhibitors; note: % is set by controls: 0 for no effect and ±100 for the full control effect; nearly all actives have a fitted effect of over 75% in size
Target sequence (Q96KQ7 913-1193 limits assumed): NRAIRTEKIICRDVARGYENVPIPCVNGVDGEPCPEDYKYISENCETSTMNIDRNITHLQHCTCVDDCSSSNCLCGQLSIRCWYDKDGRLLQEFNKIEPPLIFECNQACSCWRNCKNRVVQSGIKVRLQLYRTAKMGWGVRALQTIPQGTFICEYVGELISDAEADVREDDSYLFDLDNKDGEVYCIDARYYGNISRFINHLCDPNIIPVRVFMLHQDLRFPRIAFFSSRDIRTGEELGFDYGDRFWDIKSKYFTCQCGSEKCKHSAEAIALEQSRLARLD
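Compounds were preincubated with 20 nM G9a for 15 min, after which biotinylated H3K9 peptide (500 nM) and SAM (20 uM) started a 2 h room-temperature reaction. Monomethylated product was quantified by antibody-based AlphaScreen chemiluminescence.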
APEX1 inh = blocks human APE1 abasic DNA cleavage; recombinant APE1, TAMRA/BHQ-2 abasic DNA cleavage fluorescence; Potency, µM (doses to about 65.8 µM), without a hit: at the highest dose activity change, negative = inhibition, most hits filed as inhibitors; 0.35% of 350,000 active;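 note: plate controls were vehicle for no effect and reference inhibitor for full effect; nearly all actives have a fitted effect of over 55% in size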
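Activity was derived from the fluorescence gain between first and third kinetic reads (60 s intervals, ex 525/em 598 nm) after 50 nM THF-abasic TAMRA/BHQ-2 duplex was added to 0.75 nM APE1 preincubated 15 min with compound.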
JMJD2A Tudor inh = blocks the human JMJD2A Tudor domain | O75164 | AlphaScreen JMJD2A-Tudor / H3K4me3 peptide binding | Potency, µM (highest dose often 114 µM), for inactives: at the highest dose activity change, negative = inhibition, usual class: inhibitors | 4.4% of 390,000 active | AID 504339; note: % is set by controls: 0 for no effect and ±100 for the full control effect; nearly all actives have a fitted effect of over 50% in size
Pol beta inh = blocks human DNA polymerase beta activity. P06746. Pol beta primer extension/strand displacement, fluorescence kinetic. Potency, µM (doses to about 114 µM), for inactives: at the highest dose activity change, negative = inhibition, usual class: inhibitors. 1.3% of 340,000 active. AID 485314; note: % is set by controls: 0 for no effect and ±100 for the full control effect
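Pol beta (10 nM) and compounds were preincubated 15 min at room temperature, then 50 nM substrate (final) started primer extension/strand displacement. Reads were taken at 0 and 10 min; concentration-response data were fitted to a four-parameter Hill equation.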
* hit, by the source's call; ? = inconclusive; / = no result given; & = joins results of further samples; ! = repeats disagree; [ ] = another dose, or the depositor's remark. Calls come from the whole dose curve; as a rule, active = well fitted curve in the direction sought with a large enough effect; inconclusive = small, poorly fitted or top-dose-only effect, or another doubt; inactive = no such curve, though single readings can be large; an effect the other way counts as inactive or inconclusive. Potency is the fitted concentration of half-maximal effect. A portion of the library; count on the stated rates, not on these rows.

SMILES	POLI inh	Pol eta inh	BAZ2B inh	BLM helicase inh	Pol kappa inh	G9a inh	APEX1 inh	JMJD2A Tudor inh	Pol beta inh
C/C=C/c1ccc(OCC(O)CN(C)Cc2ccc(SC)cc2)c(OC)c1 (configuration not stated)	?	?	50µM*	-1%	-14%	71µM*	23%	4µM*	-29%
NC(=O)C(C(=O)/C=C/c1ccc(Cl)cc1)=C1SCCS1	-6%	-11%	-1%	-5%	10%	-3%[59 µM]	-6%	-6%	-2%
COc1ccc(-c2cc(C(=O)Oc3cccc(C)c3)c3ccccc3n2)cc1	24%	-22%	104%[activator]	-10%	-1%	78%[activator][59 µM]	/	113%[activator]	-1%
CC(C)(C)c1ccc(C2(C)NC(=O)N(CC(=O)NC3CCS(=O)(=O)C3)C2=O)cc1 (configuration not stated)	9%	-9%	-1%	/	-1%	-18%	1%	-4%	/
COc1cc(OC)cc(-n2nnnc2SCC(=O)N2CCCc3ccccc32)c1	-8%	-8%	8%	-9%	2%[60.1 µM]	?	-2%	-15%	0%
O=C(c1ccc(Br)cc1)N1CCC2(CC1)NCCc1[nH]cnc12	14%	-13%	-21%	1%	4%	-12%	52%	-14%	12%
O=C(/C=C/c1ccccc1[N+](=O)[O-])Nc1cccnc1	7%	-21%	6%	0%	-2%	7%[59 µM]	21%	-8%	3%
CCc1ncc(/C=C2\C(=O)Nc3ccccc32)[nH]1	40%[activator]	-4%	-7%	2%	-2%	?	-3%	-17%	?
CC(C)(C)n1ncc2c(=O)n(CC(=O)c3ccccc3)cnc21	5%	-11%	-4%	-1%	-5%	-31%[59 µM]	16%	-2%	3%
NC(=O)C1CC(=O)N(CCc2ccc(F)cc2)C1 (configuration not stated)	-20%	13%	-7%	1%	5%	/	-10%	-18%	21%
Cc1cccc(C)c1NC(=S)NC(=O)CCc1ccccc1	4%	-13%	-2%	-11%	-12%	4%	-3%	-7%	27%
CCc1ccccc1NC(=O)CN1CCN(C(=O)CN2C(=O)NC3(CCCCC3C)C2=O)CC1 (configuration not stated)	-4%	5%	1%	/	11%	-41%[0.501 µM]	22%	-8%	/
CC(C)c1ccc(Cc2nnc(NCCCO)[nH]c2=O)cc1	8%	2%	-2%	1%	9%	11%	-8%	-11%	0%
Cc1nc(CC(=O)Nc2ccc(C(N)=O)cc2)cs1	5%	4%	-5%	-2%	-3%	-3%[59 µM]	/	-16%	-5%
CCCn1nc(NS(=O)(=O)c2ccc(F)cc2)c2cc3ccccc3nc21	18%	-9%	-14%	2%	10%	34%	42%	-3%	0%
CC1CCOC(c2coc3ccccc3c2=O)O1 (configuration not stated)	11%	-5%	11%	1%	-9%	-12%[59 µM]	15%	-9%	6%
CCNC(=S)NS(=O)(=O)c1ccc(C)cc1	7%	-17%	-37%	3%	-20%	32µM*	-1%	-34%	13%[57.1 µM]
N#C/C(=C\c1ccc(C(=O)O)cc1)S(=O)(=O)c1cc(Br)ccc1Br	?	?	?	-2%	?	?	-1%	-27%	-12%
Cc1ccccc1CN1c2ccccc2S(=O)(=O)c2ccccc21	?	8%	-11%	-1%	7%	-5%[59 µM]	/	-21%	?
CCC(C(=O)O)N1C(=O)/C(=C/c2cccn2C)SC1=S (configuration not stated)	?	2%	?	0%	-32%	?	6%	-34%	-1%
O=C(COc1ccc(Br)cc1)Nc1ccc2oc(=O)ccc2c1	23%	-14%	-5%	-4%	-1%	-19%	-2%	-19%	14%
O=S(=O)(NC1CC1)c1ccccc1	32%[activator]	-12%	-19%	-5%	2%	20%	26%	4%	26%
CCCCNC(=O)CCCn1c(=O)c2ccccc2n(Cc2ccc(Cl)cc2)c1=O	30%	-7%	-1%	0%	-5%	35%[59 µM]	/	-3%	2%
O=C(OCn1nnc2ccccc2c1=O)c1ccc(O)cc1	160%[activator]	0%	-10%	-5%	-5%	1%	-3%	-21%	-1%
CCOC(=O)c1c(NC(=O)COc2cc(C)ccc2C(C)C)sc2c1CCCC2	-25%	-10%	-2%	-2%	-8%	-43%[59 µM]	/	-12%	18%
O=C1Nc2ccccc2OC1CC(=O)N1CCN(c2cccc(C(F)(F)F)c2)CC1 (configuration not stated)	4%	-20%	-3%	-13%	-5%	35µM*	12%	-24%	3%
CCOc1ccccc1-n1c(N)c(C(=O)OC)c2nc3ccccc3nc21	30%[activator]	-2%	3%	-7%	-4%	-55%[59 µM]	/	0%	14%
COc1cccc2c1OC1(C)CC2/C(=C(\C)O)C(=O)N1 (configuration not stated)	7%[58.9 µM]	-6%	14%	-4%	0%	-2%[12.7 µM]	10%	-11%	4%
CC(=O)N(CCC(Cc1ccccc1)c1ccc2c(c1)OCO2)Cc1ccccc1F (configuration not stated)	0%	4%	-3%	-6%	-8%	22%	-8%	-8%	6%
CC(=O)Nc1ccc(C(=O)CN2C(=O)CSC2=O)cc1	123%[activator]	4%	8%	2%	1%	24%	17%	-8%	48%
Cc1ccc(N(C(=O)CNC(=O)c2ccco2)C(C(=O)NCC2CCCO2)c2ccccc2)c(C)c1 (configuration not stated)	122%[activator]	-6%	3%	-2%	-19%	-1%	3%	-6%	16%
Cc1noc(C)c1COc1ccc(C(=O)OCC(=O)NC23CC4CC(CC(C4)C2)C3)cc1	?	-13%	0%	-12%	-5%	-31%[59 µM]	-3%	-14%	-26%
COC(=O)C1=CO[C@@H](O[C@@H]2O[C@H](CO)[C@@H](O)[C@H](O)[C@H]2O)C2C1C=C[C@@]2(O)CO (some centres not stated)	-22%	-16%	/	/	-16%	/	-10%	-11%	/
CCOC(=O)C1(C(F)(F)F)N=C(c2cccnc2)OC(N2CCOCC2)=N1 (configuration not stated)	1%	-9%	11%	-3%	-2%	3%[59 µM]	0%	16%	28%
COc1cc(OC)cc(-n2c(=O)c3ccccc3n(Cc3ccccc3C#N)c2=O)c1	-28%	-3%	?	-5%	-10%	-28%[59 µM]	/	-6%	23%
Cc1ccc(N2C(=O)CSC2c2cccnc2)c(Cl)c1 (configuration not stated)	15%	-1%	-11%	3%	1%	/	2%	-9%	4%
Cc1ccc(NC(=O)NC2CCCN2S(=O)(=O)c2ccc(Cl)cc2)cc1 (configuration not stated)	1%	-11%	-2%	-8%	-18%	-35%	-3%	-3%	0%
c1ccc(-c2cc(-c3nnco3)c3ccccc3n2)nc1	-1%	-12%	1%	-1%	1%	41%[activator]	8%	-31%	27%
COc1ccc(CCNC(=O)c2nnn(CC(=O)Nc3c(C)cc(C)cc3C)c2N)cc1OC	?	3%	-30%	-8%	3%	-23%	19%	-1%	6%
O=S(=O)(c1ccc(F)cc1)N1CCN(c2ncnc3c2cnn3-c2ccccc2)CC1	11%	-10%	-3%	0%	-4%	-39%[59 µM]	-2%	-20%	-7%
COc1ccc(CCN2C(=O)c3[nH]nc(-c4ccccc4O)c3C2c2cccc(Cl)c2)cc1 (configuration not stated)	-11%	-8%	-35%	-13%	-13%	/	0%	-36%	0%
CCC(CC)C(=O)N=C1SC2CS(=O)(=O)CC2N1CCc1ccc(OC)cc1 (configuration not stated)	16%	-8%	10%	-8%	-10%	12%[59 µM]	5%	-25%	6%
CCCCNC(=O)O[C@@H]1C[C@@H]2CCN3C(=O)CCC[C@H]([C@H]1CC)[C@H]23	35%&-9%[activator]	-20%	-34%	0%	3%&-7%	16%	33%	-21%	-8%
O=C(c1ccc(CN2CCOCC2)cc1)N1CCN(c2cccc(Cl)c2)CC1	11%	2%	4%	-3%	-10%	35%[12.7 µM]	1%	-21%	5%
COc1ccc(C)cc1NC(=O)CSc1nnc(COc2ccc(C)cc2)n1Cc1ccco1	-2%	-25%	?	-11%	-9%	-46%	?	?	-16%
Cc1cccc2cc(CN(Cc3cccs3)C(=S)NCc3ccco3)c(=O)[nH]c12	11%	-16%	-26%	-4%	-11%	-9%[59 µM]	-2%	-23%	0%
CC/C(=C(\c1ccccc1)c1ccc(OCCN(C)C)cc1)c1ccccc1	13%	-26%	35µM*	-3%	-19%[60.1 µM]	19µM*!	-9%	45µM*	7%[57.1 µM]
CN(C)CCNC(=O)Cn1nc(N2CCN(c3ccccc3)CC2)ccc1=O	-4%	-8%	7%	3%	-12%	?	/	-17%	9%
CCCCC1=CC2=C(c3ccco3)C(=O)C(C)(OC(=O)c3ccc(OC)cc3)C(=O)C2=CN1Cc1ccccc1 (configuration not stated)	?	50µM*	?	-3%[12.4 µM]	-3%	-39%[59 µM]	7%[12.4 µM]	?	45µM*
CCOC(=O)c1c(NC(=O)C(C)Sc2cn(CCNC(=O)c3ccc(OCC)cc3)c3ccccc23)sc2c1CCC2 (configuration not stated)	16%	-22%	-36%	-8%	10%	-33%[59 µM]	/	-19%	-1%
O=C(COC(=O)c1cc([N+](=O)[O-])ccc1NCc1ccccc1)NC1CCCCC1	-26%	-4%	6%	4%	-21%	-5%	17%	-13%	39%

Compound profiles (already shown):
Profile of COc1ccc(CCNC(=O)c2nnn(CC(=O)Nc3c(C)cc(C)cc3C)c2N)cc1OC = POLI inh: ?; Pol eta inh: 3%; BAZ2B inh: -30%; BLM helicase inh: -8%; Pol kappa inh: 3%; G9a inh: -23%; APEX1 inh: 19%; JMJD2A Tudor inh: -1%; Pol beta inh: 6%
Profile of CCC(CC)C(=O)N=C1SC2CS(=O)(=O)CC2N1CCc1ccc(OC)cc1 (configuration not stated) = POLI inh: 16%; Pol eta inh: -8%; BAZ2B inh: 10%; BLM helicase inh: -8%; Pol kappa inh: -10%; G9a inh: 12%[59 µM]; APEX1 inh: 5%; JMJD2A Tudor inh: -25%; Pol beta inh: 6%

Random excerpt: four entries already listed, in no set order.
SMILES	POLI inh	Pol eta inh	BAZ2B inh	BLM helicase inh	Pol kappa inh	G9a inh	APEX1 inh	JMJD2A Tudor inh	Pol beta inh
CCC(CC)C(=O)N=C1SC2CS(=O)(=O)CC2N1CCc1ccc(OC)cc1 (configuration not stated)	16%	-8%	10%	-8%	-10%	12%[59 µM]	5%	-25%	6%
c1ccc(-c2cc(-c3nnco3)c3ccccc3n2)nc1	-1%	-12%	1%	-1%	1%	41%[activator]	8%	-31%	27%
COc1ccc(C)cc1NC(=O)CSc1nnc(COc2ccc(C)cc2)n1Cc1ccco1	-2%	-25%	?	-11%	-9%	-46%	?	?	-16%
CCCCNC(=O)O[C@@H]1C[C@@H]2CCN3C(=O)CCC[C@H]([C@H]1CC)[C@H]23	35%&-9%[activator]	-20%	-34%	0%	3%&-7%	16%	33%	-21%	-8%
